V1R ag counter – activates human V1a receptor in oxytocin agonist counter-screen. P37288. CHO-V1R cells, Fluo-8 calcium fluorescence, agonist mode; 0% DMSO, 100% 3 nM vasopressin. activation, % at 3 µM. actives 0.25% (n = 320,000);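 active = activation above the mean activation of all tested compounds plus 3 SD, per screening run, cut at about 20% in these data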;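 note: signal is peak over basal fluorescence ratio across a 100 second FLIPR read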
NALP1 yeast inh – inhibitors of NALP1 inflammasome in yeast; AID 2071; S. cerevisiae NALP1/ASC/caspase-1 growth, X-gal OD620, 72 h; inhibition, % at 10 µM; actives 0.61% (n = 280,000); in the data active = inhibition mostly above about 24%, no sharp cut-off; inactive = mostly below about 32%; note: some compounds called inactive have numbers as strong as hits
OXTR potentiate – potentiates the human oxytocin receptor response | P30559 | CHO-OTR cells, Fluo-8 calcium fluorescence, potentiator mode; 0% = oxytocin EC15, 100% = EC100 | activation, % at 3 µM | actives 0.061% (n = 320,000) | AID 2445;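 active = activation above that plate's cutoff, the mean activation of tested compounds plus 3 SD, cut at about 6.6% in these data, passing the limit was not always enough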;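 note: 100% uses oxytocin at 75 nM as the full agonist control; some results filed as inactive read as strong as hits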
Target sequence (P30559 whole entry, looked up): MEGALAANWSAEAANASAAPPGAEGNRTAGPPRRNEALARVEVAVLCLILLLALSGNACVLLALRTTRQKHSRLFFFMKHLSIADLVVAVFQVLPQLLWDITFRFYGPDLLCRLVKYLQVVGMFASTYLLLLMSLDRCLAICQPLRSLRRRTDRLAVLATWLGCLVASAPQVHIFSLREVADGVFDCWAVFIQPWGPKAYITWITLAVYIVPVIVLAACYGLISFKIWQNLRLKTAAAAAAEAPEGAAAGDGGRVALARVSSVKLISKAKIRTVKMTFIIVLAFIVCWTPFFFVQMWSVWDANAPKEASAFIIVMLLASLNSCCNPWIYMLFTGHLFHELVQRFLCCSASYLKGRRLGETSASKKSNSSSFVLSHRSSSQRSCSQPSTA
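Replication – single well per compound, singlicate · Assay system – CHO cell line stably expressing human OTR · Timing – 6 min pre-incubation, 100 s read · Measure – normalized max/min fluorescence ratio, % activation · Doses – 3.0 µM, one dose · Detection – Fluo-8 calcium dye fluorescence · Probe or stimulus – oxytocin near EC15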
GPR7 antagonist – human neuropeptides B/W receptor 1 antagonism. actives 1.1% (n = 290,000). GPR7-expressing cells, fluorescence antagonist assay. P48145. inhibition, % at 4.4 µM; in the data active = inhibition above about 16%, passing the limit was not always enough;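 note: cells stimulated with the agonist NPW; 0% = agonist with vehicle and 100% = vehicle without agonist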
Target sequence (P48145 whole entry, looked up): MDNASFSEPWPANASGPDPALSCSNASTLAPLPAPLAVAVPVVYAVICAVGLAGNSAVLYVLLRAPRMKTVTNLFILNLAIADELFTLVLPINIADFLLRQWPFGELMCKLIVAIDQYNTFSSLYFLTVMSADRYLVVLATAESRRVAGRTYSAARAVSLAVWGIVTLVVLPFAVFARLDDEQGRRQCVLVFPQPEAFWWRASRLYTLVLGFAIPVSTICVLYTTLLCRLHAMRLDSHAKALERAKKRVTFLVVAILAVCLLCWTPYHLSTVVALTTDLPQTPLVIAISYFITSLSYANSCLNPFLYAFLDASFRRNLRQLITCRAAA
MEKK2mut PB1 HTS – signal of MEK5 binding to mutant human MEKK2 PB1 domain; actives 0.35% (n = 290,000); percent response, % at 10 µM; bead flow cytometry, Alexa488-MEK5 binding to MEKK2 mutant; AID 1530; in the data active = percent response above about 24%, passing the limit was not always enough; note: inactives centre near 1; some results filed as inactive read as strong as hits
OXTR agonist – human OXTR agonism; CHO-OTR cells, Fluo-8 calcium fluorescence; normalized: DMSO 0%, oxytocin 100%; activation, % at 3 µM; actives 0.32% (n = 320,000); AID 2435;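 active = activation above the mean of all tested compounds plus 3 SD, cutoff set per screening run, cut at about 20% in these data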;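 note: peak over basal fluorescence ratio from a 100 s FLIPR kinetic read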
MEKK2wt PB1 HTS – raises or lowers MEK5 binding to wildtype human MEKK2 PB1 domain; actives 1.1% (n = 290,000); binding response (% of control), % at 10 µM; bead flow cytometry, Alexa488-MEK5 binding to MEKK2 WT; actives lie on both sides; in the data active = binding response below about 67% or above about 130%
GalR3 antagonist – antagonists of human GalR3; inhibition, % at 3 µM; O60755; HEK293 GalR3-CNG cAMP membrane potential fluorescence; galR3 body fused to GalR1 C-terminus; actives 0.44% (n = 360,000); AID 651719;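 active = inhibition above the screen-wide average plus 3 SD, cut at about 13% in these data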;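 note: forskolin and galanin both at EC90 stimulate the cells; cAMP rise reported by CNG channel membrane potential dye signal; 0% = forskolin plus galanin with DMSO and 100% = forskolin alone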
Target sequence (O60755 1-299 limits assumed): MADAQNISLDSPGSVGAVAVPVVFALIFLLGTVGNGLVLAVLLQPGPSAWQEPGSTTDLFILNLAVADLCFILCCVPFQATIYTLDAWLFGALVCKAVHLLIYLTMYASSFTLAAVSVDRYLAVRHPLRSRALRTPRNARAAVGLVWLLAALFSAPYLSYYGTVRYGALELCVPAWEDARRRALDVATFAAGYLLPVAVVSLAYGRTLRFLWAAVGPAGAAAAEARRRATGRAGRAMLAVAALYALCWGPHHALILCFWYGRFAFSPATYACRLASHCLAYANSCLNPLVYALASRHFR
M18AAP inhibitor – PfM18AAP enzyme inhibition. recombinant PfM18AAP, H-Glu-NHMec fluorogenic cleavage. inhibition, % at 7.35 µM. actives 1.2% (n = 290,000). AID 1822;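 active = inhibition above the campaign mean inhibition over all tested compounds plus 3 SD, cut at about 28% in these data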;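 note: 0% = plate median of test compound wells and 100% = 2 mM ZnCl2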
Numbers without * were called inactive; · = not tested or not shown; & = joins results of further samples.

SMILES	V1R ag counter	NALP1 yeast inh	OXTR potentiate	GPR7 antagonist	MEKK2mut PB1 HTS	OXTR agonist	MEKK2wt PB1 HTS	GalR3 antagonist	M18AAP inhibitor
COc1ccc(NC(=O)N(Cc2cc3cc(OC)ccc3[nH]c2=O)CC2CCCO2)cc1 (configuration not stated)	-1.1	22	-14	0	5	-1.7	104	-3	0
CCN1C(=O)/C(=C2\SC(N3CCOCC3)=NC2=O)c2ccccc21	·	-3	·	-12	-2	·	104	-11	-8
O=C(CNC(=O)c1ccc(S(=O)(=O)N2CCCC2)cc1)N/N=C/c1ccco1	0.9	16	-7	9	1	0.2	98	0	-10
Nc1nnc(SCC(=O)Nc2cc(F)ccc2F)s1	0.3	·	0	·	·	1.5	·	-4	·
CC(=O)c1c(C)[nH]c(C(=O)Nc2cc(S(=O)(=O)N3CCCCC3)ccc2C)c1C	2.8	·	-8	·	·	2.2	·	-2	·
O=C(/C=C/c1ccc2ccccc2n1)N1CCN(c2ccccc2)CC1	-0.6	-2	-8	-10	-1	-1.9	97	-9	-11
CCOc1cc(/C=C/C(=O)c2ccc(C)cc2)ccc1OCC(=O)N(C)C	1.2	25	-5	4	-3	1.1	93	-2	-5
CCOC(=O)c1c(C)[nH]c(C(=O)C(C)Cl)c1C (configuration not stated)	-0.4	14	8	-5	1	-2.0	108	-2	2
O=C(CN1CCN(C(=O)c2ccccc2)CC1)Nc1cc(S(=O)(=O)N2CCCC2)ccc1Cl	13	·	-9	·	·	4.2	·	-2	·
CC1(NC(=O)Cc2ccc(Cl)c(Cl)c2)CCS(=O)(=O)C1 (configuration not stated)	0.7	·	-10	·	·	-1.2	·	-1	·
O=Cc1c(Nc2ccccc2Cl)nc2ccccn2c1=O	2.1	14	0	-13	4	-0.1	102	-6	-12
O=C(CSc1ncn[nH]1)Nc1c(F)cc(F)cc1Br	-0.3	4	-3	-6	·	0.4	·	-3	8
CCc1ccccc1NC(=O)/C(C#N)=C/c1ccc(Sc2ccccc2)o1	2.1	40	-7	-3	-2	0.8	93	-4	-6
CSc1nc(SCC(=O)NCc2ccco2)c2c3c(sc2n1)COC(C)(C)C3	-1.2	11	-4	9	10	-2.0	104	1	5
CCOCC(=O)Nc1ccc(S(=O)(=O)Nc2ncccn2)cc1	0.0	-2	-11	-12	-4	0.8	90	0	-2
COc1ccc(C(=O)OCC(=O)c2c[nH]c3ccccc23)cc1OC	4.1	·	-2	·	·	5.4	·	-1	·
O=[N+]([O-])c1ccc(-c2cc(-c3ccncc3)nc3ccc4ccccc4c23)cc1	·	-22	·	0	-14	·	86	-2	-12
CCOC(=O)C(C)Sc1nnc(-c2ccccc2O)n1-c1ccc(C)cc1 (configuration not stated)	0.0	4	-7	-6	2	-1.5	101	-5	3
CN(C(=S)NC(=O)c1ccccc1)C1CCCCC1	-0.4	2	-4	-9	4	0.4	99	-4	7
COc1ccc(CCc2nc(-c3cccs3)no2)cc1	0.3	2	-3	0	0	-0.8	102	0	7
OC1CCCN(c2c3c(nc4cc(-c5cccc(F)c5)nn24)CCCC3)C1 (configuration not stated)	-0.5	7	-12	-1	-2	-1.9	102	0	4
COCCC(=O)N1CCC(Oc2ccc(C(=O)N3CCCCC3CCO)cc2)CC1 (configuration not stated)	0.8	13	6	-11	3	0.3	102	0	-3
CCC(=O)Nc1ccc(/C(C)=N/NC(=O)c2c(-c3ccccc3Cl)noc2C)cc1	1.8	8	-6	-4	-2	1.2	99	-2	-7
O=C(Nc1ccccc1)c1oc2ccccc2c1NC(=O)C1CC1	-0.8	-4	0	-9	8	-0.7	109	-3	2
CCN(Cc1ccccc1)S(=O)(=O)c1nc2nc(C)c(C)c(C)n2n1	-0.5	0	-2	-17	3	-1.3	100	-2	1
CCOC(=O)CCc1c(C)c2ccc(OCC(=O)N(CC)CC)c(C)c2oc1=O	1.3	-3	-2	-6	5	1.7	101	0	6
O=C(Nc1ccc(F)cc1F)Nc1ccccc1C(=O)NCCN1CCNC1=O	-0.3	-12	-3	-9	-15	-2.2	93	-1	-18
COCCN(Cc1ccco1)C(=O)C1CCCN(c2ncnc3c2nc2n3CCCCC2)C1 (configuration not stated)	-1.7	-24	-21	-16	4	-2.8	99	4	10
CC(C)(C)c1nnc(NC(=O)c2ccc3c(c2)OCO3)s1	3.8	-10	-11	4	-2	0.6	94	-2	43*
CCc1cccc(NC(=O)C2CCN(S(=O)(=O)c3ccc4[nH]c(=O)ccc4c3)CC2)c1	0.4	2	-3	-8	0	0.1	96	·	2
CCOC(=O)CSc1nc2c(cnn2-c2ccc(C)cc2)c(=O)[nH]1	-0.4	-6	-8	-4	5	-0.1	104	-2	-2
COCCNC(=O)CN(c1cc(Cl)ccc1OC)S(C)(=O)=O	0.5	5	-3	11	-5	0.9	94	0	-9
CC(C)CNC(=O)NC(=O)COC(=O)COc1ccc(Cl)cc1Cl	-0.3	10	-4	-2	-15	-0.1	97	6	-9
COC(=O)c1ccc(NC(=O)c2ccccc2CC[N+](=O)[O-])cc1	0.7	-12	-9	-8	-13	0.4	92	-11	-14
O=C(Nc1nnc(SCC(=O)N2CCCCC2)s1)c1ccccc1F	3.5	11	-11	7	-6	0.5	98	-2	-6
Cc1ccc2c(c1)cc(CN(Cc1ccco1)C(=O)COc1ccccc1)c1nnnn12	-0.9	9	-11	7	-1	5.1	92	-2	-8
COc1cccc(Cn2c(-c3nonc3N)nc3ccccc32)c1	-0.1	17	-5	22	5	-0.9	99	-5	-6
CCCCn1c(N)c(N(CCOC)C(=O)CCc2ccc(OC)cc2)c(=O)[nH]c1=O	0.6	20	-2	-2	7	-0.2	110	-1	-1
CN(C)CCCNc1cn[nH]c(=O)c1Cl	0.0	-13	4	-7	3	0.2	105	1	2
CSc1sccc1/C=N/NC(=O)c1ccncc1	0.1	21	5	-12	-2	0.0	95	5	1
Cc1ccc(-c2csc(N3CCN(c4cc5c(cc4Cl)nc(-c4ccncc4)n5CCN4CCCCC4)CC3)n2)cc1	-1.8	35	-7	-16	16	-2.2	103	-4	5
COC(=O)c1cccc(NC(=O)Cc2ccc(OC)cc2)c1C	0.1	8	-6	-7	5	-0.6	113	-4	1
Cc1ccc(NC(=O)CN(C)C(=O)c2cc(S(=O)(=O)N(C)C)ccc2N2CCCC2)cc1	0.6	·	-1	·	·	-0.9	·	-3	·
COc1ccc2c(c1)O[C@@H](c1cccc(C(F)(F)F)c1)[C@H](OC(=O)Nc1ccc(OC(F)F)cc1)C2=O	2.1	18	-17	-6	-3	-0.7	101	·	2
C=CCNc1nnc(SCC(=O)N2CCC(C(N)=O)CC2)s1	-0.4	·	-1	·	·	0.7	·	-6	·
Cc1c(C(=O)NCc2cccnc2)sc2nc(-c3ccc(F)cc3)cn12	7.4	·	-6	-5	-3	5.3	95	·	-3
CCCCCOc1ccc(C(=O)C(c2ccccc2)N2CCOCC2)cc1 (configuration not stated)	-1.3	-89	-6	-8	3	-1.3	98	-4	3
Cc1cccc2cc(C#N)c(SCC#N)nc12	2.9	18	-13	3	0	1.8	100	-4	-4
COc1ccc(C(=O)COC(=O)CNC(=O)c2cccs2)cc1Br	0.1	19	-5	3	-10	1.8	95	-9	-1
O=c1c2c3c(sc2ncn1/N=C/c1ccncc1)CCCC3	-0.7	-6	4	-20	-2	-0.8	94	-3	1

Whole records as entered above:
`Cc1cccc2cc(C#N)c(SCC#N)nc12` is listed with V1R ag counter: 2.9; NALP1 yeast inh: 18; OXTR potentiate: -13; GPR7 antagonist: 3; MEKK2mut PB1 HTS: 0; OXTR agonist: 1.8; MEKK2wt PB1 HTS: 100; GalR3 antagonist: -4; M18AAP inhibitor: -4
`COc1ccc(C(=O)COC(=O)CNC(=O)c2cccs2)cc1Br` is listed with V1R ag counter: 0.1; NALP1 yeast inh: 19; OXTR potentiate: -5; GPR7 antagonist: 3; MEKK2mut PB1 HTS: -10; OXTR agonist: 1.8; MEKK2wt PB1 HTS: 95; GalR3 antagonist: -9; M18AAP inhibitor: -1

Remaining list, next part.
SMILES	V1R ag counter	NALP1 yeast inh	OXTR potentiate	GPR7 antagonist	MEKK2mut PB1 HTS	OXTR agonist	MEKK2wt PB1 HTS	GalR3 antagonist	M18AAP inhibitor
CN1CCN(c2ccc(Cl)cc2NC(=O)/C=C/c2cccc(F)c2)CC1	7.4	11	-9	27*	18	10	149*	-7	3
CC(C)C(=O)Nc1cccc(C(=O)Nc2cc([N+](=O)[O-])ccc2Cl)c1	3.6	16	-13	-10	-8	0.8	99	0	4
COc1ccc(-c2csc3nc(-c4cccnc4)nc(N4CCC(C(N)=O)CC4)c23)cc1OC	2.2	23	-10	-8	-3	2.3	96	-4	12
Cc1onc(-c2ccccc2)c1C(=O)NCCCc1ccccc1	-0.9	·	-5	·	·	-2.6	·	3	·
CCCOc1ccc(C(=O)Nc2ccc(S(=O)(=O)Nc3cc(C)nc(C)n3)cc2)cc1	0.7	5	-5	-7	0	-0.4	96	-5	2
CCc1ccc(N(C(=O)c2csnn2)C(C(=O)NC(C)(C)C)c2cccnc2)cc1 (configuration not stated)	-0.4	-1	-3	-2	-1	-1.1	102	-6	0
CC(C)CN(C(=O)COC(=O)c1cnc(Cl)c(Cl)c1)c1c(N)n(Cc2ccccc2)c(=O)[nH]c1=O	0.2	·	-3	·	·	0.7	·	-6	·
CC(C(=O)O)c1ccc(-c2ccccc2)c(F)c1 (configuration not stated)	1.8&-0.3	24	0&-10	-8	-29&-2&7	2.1&0.1	84&100&110	-4&-4	-4
Cc1ccccc1C(=O)Nc1nncs1	1.2	-2	-6	-9	6	2.2	100	-6	-8
OC(CNc1nc(-c2cccnc2)nc2ccccc12)c1ccccc1 (configuration not stated)	1.2	8	-6	-13	15	0.6	80	-10	1
Cc1ccnc2c(N3C(=O)C4C5C=CC(C5)C4(C)C3=O)cccc12 (configuration not stated)	0.1	35	-6	-10	-2	-0.4	97	5	1
Cc1ccc(-c2cnc(-c3ccccc3C(=O)O)o2)cc1	-0.1	-12	2	-7	-1	0.6	90	8	7
Cn1c(=O)c(-c2cccc(Cl)c2)c(O)c2ccccc21	1.6	·	2	·	·	-1.1	·	-4	·
O=C(Cn1cnc2sc(-c3ccccc3)cc2c1=O)NCCc1ccccc1	-0.2	-4	-12	-11	·	-0.4	·	-6	-5
O=C(COC(=O)COc1ccccc1)NCc1ccccc1	-0.5	7	-5	-10	-12	-1.5	75	11	-1
O=C1CSC(c2ccc(Cl)cc2)N1C1CCCCC1 (configuration not stated)	-1.4	6	-4	-5	6	-1.9	101	-3	-8
COc1ccc(N(CC(=O)NCC2CCCO2)C(=O)CCC(=O)Nc2cc(C)on2)cc1OC (configuration not stated)	0.4	-1	-5	-12	1	0.0	101	-5	-1
Cc1nn(C(C)C(=O)NCC2CCCO2)c(=O)c2cc3occc3n12 (configuration not stated)	-0.3	2	-4	-7	·	0.0	·	-3	5
O=C(c1ccc(-n2cccn2)cc1)N1CCc2c([nH]c3ccccc23)C1c1ccccn1 (configuration not stated)	1.6	-2	-7	-13	-10	0.7	91	-4	-1
CC(NC(=O)Cc1cccs1)C(c1cccs1)N1CCN(c2ccccc2)CC1 (configuration not stated)	-0.4	·	-8	-8	1	3.7	100	-11	2
CCOc1ccc(C(O)(c2ccccc2OC)C(CN2CCCC2)c2ccccc2)cc1 (configuration not stated)	1.3	4	-2	4	6	1.8	109	-5	3
CCC(=NCc1ccco1)c1c(C(F)(F)F)[nH]n(-c2nc3ccccc3s2)c1=O	0.8	42	-7	-5	-5	0.4	91	-4	-3

Compound activity deposited in PubChem by several laboratories.

Outcome played no part in choosing rows; about 4.1% have a hit in one of these screens.
